# Hep lipid drop – modulators of hepatic lipid droplet formation; AML12 mouse hepatocytes, oleate lipid droplets, BODIPY imaging; inhibition, % at 6.5 µM; 240,000 tested, 0.4% active;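 active means lipid droplet intensity inhibited by at least 50%, with more than 500 cells counted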
#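 Material: mouse AML12 hepatocyte cell line, fixed after treatment; Timing: compound with oleate, overnight; Technique: high-content imaging of BODIPY-stained droplets and DAPI nuclei; Probe or stimulus: oleate, 100 µM final; Dosing: compound at 6.5 µM only.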
# UTI89 phage lysis – protection from phage-mediated lysis, alamar blue read-out – E. coli UTI89, K1F phage, bacterial capsule biogenesis inhibitors (AID 488966) | E. coli UTI89 K1F phage lysis, alamar blue, 2 h; higher % means a stronger effect | inhibition, % at 100 µM; hits with a dose series show IC50 in µM | 340,000 tested, 0.02% active;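 active means phage lysis inhibition, versus mean bacterial control, above a set limit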;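 further: capsule biogenesis inhibitors block K1F phage lysis so surviving cells raise fluorescence; higher fluorescence means more inhibition of phage lysis; actives were called in the ten point dose series up to 300 µM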
# Siah-1 displacement – blockers of Siah-1 interaction with plectin peptide – biochemical, fluorescence polarization, rhodamine-plectin, uHTS, primary screen (AID 1817) | Siah-1 / rhodamine-plectin peptide fluorescence polarization; higher % means a stronger effect | displacement, % at 20 µM; hits with a dose series show IC50 in µM | 290,000 tested, 0.02% active;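 active means displacement of at least 50% at 20 µM, with a fluorescence ratio check between 0.3 and a set limit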;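 further: plate controls were Siah plus tracer with DMSO for no effect and tracer alone without Siah for full effect; strong numbers were not always called active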
# Hep lipid drop cells 6.5 µM – also measured in Hep lipid drop; calls as there; cell count; measured here: cell count, cytotoxicity flag;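 cells counted across two imaged fields per well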
# The depositor's hits bear a star; [ ] = remark or other dose. The list is partial; count on the stated rates, not on these rows.
compound	Hep lipid drop	Hep lipid drop cells 6.5 µM	UTI89 phage lysis	Siah-1 displacement
Cc1ccc(SCC(=O)NNC(=O)c2ccccc2)c(C)c1	-23.8	757	0.4%	3.4%
CC(=O)Nc1ccc(S(=O)(=O)N2CCN(S(=O)(=O)N3CCC(C)CC3)CC2)cc1	-3.3	786	-0.4%	-2.7%
COc1cc(OC)cc(C(=O)NN2CCOCC2)c1	6.3	705	0.5%	-2.6%
COc1ccc(Cl)cc1S(=O)(=O)NCc1nc2nc(C)cc(C)n2n1	-3.3	791	2.4%	0.6%
NS(=O)(=O)c1ccc(Nc2ccc3cc(S(=O)(=O)N4CCCCC4)ccc3n2)cc1	9.2	775	-0.2%	-7.0%
COc1ccc(CNCc2cccc3ccccc23)cc1	-10.7	806	-2.4%	3.0%
CCOc1ccc(CCNC(=O)CS(=O)Cc2nc(-c3ccc(OC)cc3)oc2C)cc1OCC (stereo not given)	75.5*	782*	0.5%	-2.1%
COc1ccc(NC(=O)CSc2ccc3nnc(CCNC(=O)c4ccccc4)n3n2)cc1	-8.9	854	-0.4%	-3.7%
CN1CCN(c2nc(-c3cccc([N+](=O)[O-])c3)nc3ccccc23)CC1	15.4	822	0.6%	-3.0%
COc1ccc(/C(C)=N/NC(=O)CNC(=O)c2cccnc2)c(OC)c1	10.5	416	1.4%[50 µM]	1.2%
COc1cccc(NC(=O)N2CCCC2C(=O)Nc2cc(C)ccc2OC)c1 (stereo not given)	-3.3	782	-0.3%	1.9%
COc1ccc(NS(=O)(=O)c2cc(C(=O)Nc3ccccc3C(=O)O)ccc2C)cc1	-17.0	766	0.1%	0.4%
COc1ccc(NC(=S)NC2CC3CCC2C3)c(OC)c1 (stereo not given)	-16.2	805	-0.2%	-2.5%
O=C(Nc1ccccc1Cl)Nc1ccnn1C1CCN(C(=O)CCN2CCCO2)CC1	-6.9	721	0.0%	-2.0%
CC(C)c1ccc(NC(=O)CCNC(=O)Cn2cnc3ccccc3c2=O)cc1	-3.2	778	-0.1%	5.1%

# Later entries
compound	Hep lipid drop	Hep lipid drop cells 6.5 µM	UTI89 phage lysis	Siah-1 displacement
CC(=O)c1cn(CC(=O)Nc2ccccc2C(F)(F)F)c2ccccc12	-15.8	776	0.3%	0.1%
NC(=O)CSc1nnc2n(N)c(=O)c3ccccc3n12	-0.1	794	0.1%	1.5%
OC(CNC1CCCC1)COc1ccccc1Br (stereo not given)	-0.6	783	0.9%	-6.1%
O=C(C1CCCN(c2ncnc3c2nc2n3CCCCC2)C1)N1CCN(c2ccccc2F)CC1 (stereo not given)	-11.5	753	0.6%	-7.0%
COc1cc(/C=N/n2nnnc2N)ccc1OC(C)C	-1.8	825	0.2%[50 µM]	8.2%
COc1ccccc1NC(=O)c1cc(N2C(=O)C3C4CCC(C4)C3C2=O)ccc1Cl (stereo not given)	17.6	751	-0.1%	12.1%
CC(C)C(OC(=O)c1cccs1)C(=O)NCc1ccc(F)cc1 (stereo not given)	24.8	751	0.0%	7.7%
CCC(C)[C@H](NC(=O)c1cn(CC)c2cc3c(cc2c1=O)OCO3)C(=O)NCCCn1ccnc1 (stereo not given in full)	-29.6	682	-3.2%	-7.0%
CCCCn1c(N)c(N(CC)C(=O)c2ccc(Cl)c(Cl)c2)c(=O)[nH]c1=O	-14.2	744	0.0%	-1.6%
Cc1ccc(C(=O)N2CCC3(CC2)NCCc2[nH]cnc23)cc1	14.9	714	0.6%	-0.8%
COc1ccc(OCc2cc(C(=O)N(C)Cc3cc(C)no3)no2)c(Cl)c1	5.9	738	0.1%	9.4%
Cc1ccc(S(=O)(=O)n2nc(OC(=O)c3ccccc3F)cc2N)cc1	0.9	839	0.6%	9.8%
Cc1ccc(CN2CCC(n3nccc3NC(=O)C3CCOC3)CC2)cc1 (stereo not given)	10.0	795	0.1%	13.7%
COc1ccc(CNC(=O)C2CCN(C(=O)c3sccc3-n3cccc3)CC2)cc1	-36.1	751	0.1%	-2.3%
O=S(=O)(Nc1cccc(-n2cnnn2)c1)c1ccc(Cl)nc1	-1.0	737	0.1%	6.8%

# Next records follow.
compound	Hep lipid drop	Hep lipid drop cells 6.5 µM	UTI89 phage lysis	Siah-1 displacement
Cc1ccc2nsnc2c1NC(=O)c1ccc([N+](=O)[O-])o1	-19.8	734	-0.3%	3.7%
CCCc1cc(C(=O)Nc2cccc([N+](=O)[O-])c2)cs1	-1.9	853	0.2%	5.4%
Cc1ccc(Oc2ccc(S(=O)(=O)N3CCOCC3)cc2C(N)=O)cc1C	9.6	852	1.4%[50 µM]	0.8%
COc1ccc(OC)c(NS(=O)(=O)c2c(C)nc3sccn3c2=O)c1	-34.6	755	0.2%	4.3%
CCOc1ccccc1N(CC(=O)NCCSCc1ccco1)S(=O)(=O)c1ccccc1	-5.4	886	-0.4%	1.0%
CC1CCc2sc(NC(=O)c3ccc(N4C(=O)CCC4=O)cc3)c(C(N)=O)c2C1 (stereo not given)	17.2	876	-0.5%	7.1%
COc1ccc(-c2cc(C(=O)N3CCN(c4ccc(F)cc4)CC3)no2)cc1OC	-2.8	852	0.1%	8.8%
CC(C)NS(=O)(=O)c1ccc(NC(=O)Cc2ccsc2)cc1	-16.7	811	0.1%	-3.4%
O=C(O)COc1ccccc1/C=N/n1c(C2CCCCC2)n[nH]c1=S	-1.2	827	4.5%[50 µM]	6.8%
Cc1ccc(N2C(=O)c3ccccc3C(C)(C)C2=O)cc1	-1.1	905	2.8%	-0.4%
O=C(COc1ccc(Cl)cc1)NCCNC(=O)c1ccccn1	-6.0	799	-0.1%	-2.7%
CC(C)(C)c1ccc(S(=O)(=O)N2CCC(NC(=O)c3ccco3)CC2)cc1	3.5	822	-0.9%	-5.9%
ClCc1nc2ccccc2n1Cc1ccccc1	-8.8	797	0.1%	3.0%
CC(NC(=O)CCl)c1ccccc1Br (stereo not given)	-6.6	672	-0.1%	-5.0%
COc1ccc(-n2nc3c(c2NC(=O)CCl)CSC3)cc1	-14.0	707	0.0%	4.2%

# Further entries.
compound	Hep lipid drop	Hep lipid drop cells 6.5 µM	UTI89 phage lysis	Siah-1 displacement
N#CCc1c(C#N)c(N)nc(N2CCN(S(=O)(=O)c3ccccc3F)CC2)c1C#N	-1.8	718	0.2%	1.7%
CC1(C)CC2CC(C)(CN2CC(O)c2ccccc2)C1 (stereo not given)	-20.4	767	0.1%	6.0%
CC(C)(C)CC(=O)N1CCN(Cc2ccc3c(c2)OCO3)CC1	0.4	889	0.3%	-9.5%
Cc1cccc(N2CC(C(=O)Nc3ccc(S(=O)(=O)NCC4CCCO4)cc3)CC2=O)c1C (stereo not given)	-1.1	754	0.1%	3.9%
S=C(NCc1ccncc1)Nc1cc(Cl)cc(Cl)c1	-10.9	643	0.3%	-4.1%
CC/C(=N\NC(=O)c1nnn(-c2nonc2N)c1-c1cccc(OC)c1)c1ccc(C)cc1	-20.7	753	0.5%	-1.5%
Cc1ccc([N+](=O)[O-])cc1NC(=O)CSc1n[nH]c(-c2cccnc2)n1	31.7	804	-0.1%	6.0%
CCC(=O)Nc1nnc(S(=O)(=O)N(CC)c2ccc(Cl)cc2)s1	-0.7	804	-0.6%[50 µM]	-2.3%
CN1CCN(CC(=O)Nc2ccccc2C(F)(F)F)CC1	-4.8	812	-1.0%	0.6%
O=C(Nc1ccnn1C1CCN(CCCc2ccccc2)CC1)c1ccccc1Cl	6.9	613	0.1%	-4.8%
CC1(C)Cc2c(C#N)c(SCCO)nc(N3CCOCC3)c2CO1	2.4	703	-0.1%	1.2%
COCCn1c(SCC(=O)N2CCC(C)CC2)nc2c([nH]c3ccccc32)c1=O	42.6	627	2.1%[50 µM]	-4.8%
COc1ccc(-c2nc3ccccc3c(=O)n2CC(C)C)cc1	2.0	841	0.1%	0.7%
Cc1ccc[n+](C(C)C(=O)Nc2ccc(C)c(C)c2)c1 (stereo not given)	-1.0	795	0.5%	-3.0%
CSCc1cc(N(C)c2ccccc2)nc(-c2ccccn2)n1	-0.8	420	0.1%	-3.9%

# Among those listed so far, these have a CF3 group:
compound	Hep lipid drop	Hep lipid drop cells 6.5 µM	UTI89 phage lysis	Siah-1 displacement
CC(=O)c1cn(CC(=O)Nc2ccccc2C(F)(F)F)c2ccccc12	-15.8	776	0.3%	0.1%
CN1CCN(CC(=O)Nc2ccccc2C(F)(F)F)CC1	-4.8	812	-1.0%	0.6%

# The listing continues.
compound	Hep lipid drop	Hep lipid drop cells 6.5 µM	UTI89 phage lysis	Siah-1 displacement
O=C(NC(Cc1ccccc1)C(=O)O)/C(=C\c1ccccc1)NC(=O)c1ccco1 (stereo not given)	3.4	821	0.0%	-1.2%
O=C(CCNC(=O)c1ccccc1Cl)NCCc1ccc(C(F)(F)F)cc1	-8.8	801	-0.1%	-1.0%
COc1ccc(NC(=O)NNC(=O)c2cc(C3CC3)nc3ccccc23)c(OC)c1	-1.4	823	-0.2%[50 µM]	-1.4%
Cc1cc(C)cc(N(C(C)C(=O)N2CCCC2)S(C)(=O)=O)c1 (stereo not given)	2.1	835	-1.1%	11.5%
CCc1ccc(NC(=O)C2CCN(S(=O)(=O)c3cnc[nH]3)CC2)cc1	12.7	720	0.4%	1.8%
Cc1ccc(NC(=O)[C@H](Cc2c[nH]c3ccccc23)NC(=O)[C@@H]2Cc3ccccc3CN2)c(C)c1	-3.1	823	0.3%	-3.7%
O=C(Nc1ccnn1C1CCN(Cc2ccc(CO)o2)CC1)c1ccccc1Cl	1.9	862	1.6%[50 µM]	-2.6%
O=C(c1cc(-c2cccc(Cl)c2)nc2ccccc12)N1CCCC1	-16.5	865	-0.4%	-2.2%
N#C/C(=C\c1ccccc1C(=O)O)c1nc2ccccc2[nH]1	7.4	821	-0.1%	1.6%
Cc1cc(C)cc(NC(=O)Nc2ccc(NC(=O)c3ccccc3O)cc2)c1	40.9	801	0.0%	-1.9%
O=[N+]([O-])c1ccc(NS(=O)(=O)c2cccc3cccnc23)cc1	0.7	790	0.6%	0.9%
Cc1ccc(C2=NS(=O)(=O)N(C)C(C(=O)NCc3ccccn3)=C2)cc1	-10.6	795	7.2%	-1.0%
Cc1ccc(C(=O)O)cc1NC(=O)C1=CSCCO1	11.8	717	-0.1%	-3.5%
COc1cccc(C(=O)N2CCC(C(=O)NCc3ccc(C)cc3)CC2)c1	-6.2	857	-0.1%	-2.0%
CCOc1ccccc1N(C(=O)c1ccco1)C(C(=O)NC1CCCC1)c1cccs1 (stereo not given)	-0.2	870	0.0%	0.7%

# Additional structures follow:
compound	Hep lipid drop	Hep lipid drop cells 6.5 µM	UTI89 phage lysis	Siah-1 displacement
Cc1ccc(NS(=O)(=O)c2csc(C(N)=O)c2)c(C)c1	-0.7	600	-0.1%	0.0%
CCOC(=O)N1CCN(Cc2ccc3c(c2)OCO3)CC1	-13.1	788	1.0%	2.6%
CCOC(=O)CNC(=O)CN1CCC(c2nc3ccccc3[nH]2)CC1	3.7	693	6.0%	-5.3%
CCOC(=O)c1ccc(CNC(=O)C2CCC(=O)N(Cc3cccc(OC)c3)C2)o1 (stereo not given)	-9.7	651	-0.1%	0.1%
CN(CCC#N)C(=O)c1cc2c(Cl)nc3ccccc3c2s1	-10.6	809	-0.3%	6.1%
COc1cc2c(cc1OC)C(c1cccc(Br)c1)CC(=O)N2 (stereo not given)	-7.1	746	-1.6%	-3.7%
CC(=O)Oc1ccc(/C=C(\NC(=O)c2ccco2)C(=O)NCc2ccco2)cc1	0.7	859	0.2%	1.5%
CC1CCCCN1CCNC(=O)CN1C(=O)CSc2ccc(S(=O)(=O)N3CCCCC3)cc21 (stereo not given)	0.8	642	0.1%	10.0%
CSc1ccccc1NC(=O)COC(=O)CCc1ccccc1	-0.9	777	2.2%	0.5%
COc1ccc(S(=O)(=O)N/N=C\c2ccc([N+](=O)[O-])o2)c(OC)c1	-18.9	647	-2.7%[50 µM]	-3.0%
CCc1ccc(-n2nnnc2SCC(=O)Nc2ccc(NC(C)=O)cc2)cc1	-0.5	796	0.1%	-2.8%
CCN(CC)CCNC(=O)c1ccc(NC(=O)Cc2cccc3ccccc23)cc1	-15.6	778	-0.1%	4.2%
COc1ccccc1N1CCN(C2CCCN(C(=O)c3ccoc3)C2)CC1 (stereo not given)	5.0	718	-0.1%	-0.8%
CCOc1ccc(N(CC(=O)Nc2ccccc2OC)S(=O)(=O)c2ccccc2)cc1	-152.2	386	0.2%	0.4%
Cc1c(NS(=O)(=O)c2ccc3c(c2)NC(=O)CC(=O)N3)cccc1[N+](=O)[O-]	4.6	674	0.5%	3.0%

# Continuation:
compound	Hep lipid drop	Hep lipid drop cells 6.5 µM	UTI89 phage lysis	Siah-1 displacement
Cc1cccc(C)c1N1C(=O)CN(Cc2ccccc2)C1=S	-26.9	738	1.5%	5.9%
COc1ccc(-n2nc(C)c3c(=O)c4c([nH]c32)CCCC4)cc1	0.8	844	-0.8%[50 µM]	4.1%
Nc1c(C(=O)N2CCCCC2)sc2nc3c(cc12)CCCC3	-5.2	775	0.5%	1.5%
Cc1cc(C)cc(NC(=O)c2sc3nc4n(c(=O)c3c2C)CCC4)c1	2.8	752	0.2%	-3.6%
Cc1ccc2c(c1)N(CC(=O)N1CCCCCC1)C(=O)C(C)O2 (stereo not given)	2.1	774	-0.1%	-1.3%

# Screening results from PubChem.
